Compound activity from PubChem.
mcGAS inh: cyclic GMP-AMP synthase inhibitors, mouse, primary biochemical chemiluminescence. AID 1259399, 2018. recombinant cGAS, Kinase-Glo ATP depletion luminescence. 160,000 tested, 0.15% active. Q8C6L5. inhibition, % at 12.5 µM;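 note: 0% = negative control wells and 100% = reference inhibitor with no enzyme activity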
hcGAS lum: Primary biochemical luminescence assay for human cyclic GMP-AMP synthase inhibitors; Q8N884; recombinant h-cGAS, ATP depletion, Kinase-Glo luminescence; inhibition, % at 12.5 µM; 290,000 tested, 0.081% active;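 note: 0% = vehicle reaction and 100% = reaction without DNA for no activity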
Target sequence (Q8N884 whole entry, looked up): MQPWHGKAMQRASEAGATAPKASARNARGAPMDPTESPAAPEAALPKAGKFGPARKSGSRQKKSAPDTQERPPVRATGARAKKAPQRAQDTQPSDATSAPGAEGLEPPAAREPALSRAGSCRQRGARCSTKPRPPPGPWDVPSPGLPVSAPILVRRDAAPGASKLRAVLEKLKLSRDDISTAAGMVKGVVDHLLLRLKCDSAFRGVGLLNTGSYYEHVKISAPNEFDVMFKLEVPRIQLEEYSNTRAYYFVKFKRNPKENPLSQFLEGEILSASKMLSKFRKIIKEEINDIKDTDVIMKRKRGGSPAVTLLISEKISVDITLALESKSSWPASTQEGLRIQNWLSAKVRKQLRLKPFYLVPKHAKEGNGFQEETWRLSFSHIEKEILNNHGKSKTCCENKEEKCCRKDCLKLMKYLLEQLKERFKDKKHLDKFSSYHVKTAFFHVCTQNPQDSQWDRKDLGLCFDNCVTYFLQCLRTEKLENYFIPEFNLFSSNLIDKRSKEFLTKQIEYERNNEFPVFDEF
NPYLR7 agonist: agonists of mosquito NPYLR7 receptor, primary screen, cell-based, Aedes aegypti, calcium fluorescence, mosquito biting behavior | HEK293T NPYLR7/Galpha15, GCaMP6s calcium fluorescence | activation, % at 10 µM | 270,000 tested, 0.15% active | Aedes aegypti neuropeptide Y-like receptor 7 (NPYLR7); in the data active = activation above about 40%;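 note: 0% = vehicle and 100% = reference agonist at the receptor; some compounds past the cut are filed as inactive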
An asterisk follows results filed as active; . = not tested or not shown. Cut-off read from the data, not from the text of the source, unless noted: active = inhibition above about 40%; inactive = the rest.

Each structure is followed by: mcGAS inh | hcGAS lum | NPYLR7 agonist
- Cn1cnc2c1c(=O)n(CCCn1nc(C(=O)O)c3ccccc3c1=O)c(=O)n2C
 : . | -5 | 9
- CCc1cc(-c2n[nH]c(C)c2-c2nc(C)cs2)c(O)cc1OC
 : -8 | -12 | -10
- COC(C)(C)C12CC(O)(C(C)C)ON1C1CCCCC1N2O (configuration not stated)
 : . | 3 | -1
- CC=CCn1c(SCC(N)=O)nc2c1c(=O)[nH]c(=O)n2C
 : -8 | -3 | 2
- CC(NC1=NCCN1)C(=O)O (configuration not stated)
 : . | 3 | -18
- COCC(C)(CCO)NC(=O)Nc1cccc(-c2cccs2)c1 (configuration not stated)
 : -13 | -7 | 0
- CCCCN(CC(=O)N1c2ccccc2-n2cccc2C1c1ccc(OC)cc1)C(=O)Nc1ccc(C#N)cc1 (configuration not stated)
 : -3 | -3 | .
- Cc1cc(C(=O)NC(C2CC2)C2CC2)c(C)n1-c1cccnc1
 : . | -14 | 5
- COc1ccc(CN(CCc2c[nH]c3ccccc23)C(=O)CN(CC(C)C)C(=O)Nc2ccc(F)cc2F)cc1OC
 : -2 | 1 | 0
- CCN(CCNC(=O)C1CC(=O)N(CCOC)C1)c1ccccc1C (configuration not stated)
 : . | -5 | 10
- CCCC(Sc1nnc(NC(=O)COCc2ccccc2)s1)C(=O)OCC (configuration not stated)
 : 2 | -4 | -9
- CCCCCc1ccc(C(=O)Nc2ccc(C3SCC(=O)N3c3cc(C)ccc3OC)cc2)cc1 (configuration not stated)
 : -9 | -4 | 2
- Cc1ccccc1NC(=O)CSc1nc2c(-c3ccccc3)c[nH]c2c(=O)[nH]1
 : -8 | -7 | -1
- COc1ccccc1C(C)N(C)C(=O)c1ccc(CN2CCCC2=O)cc1 (configuration not stated)
 : -16 | -12 | 12
- CCCCCNc1cc(C)nc2c(-c3ccccc3Cl)c(C)nn12
 : 1 | 7 | 5
- Cc1ccc(S(=O)(=O)N2CCN(C(=O)c3cncn3-c3ccc(F)cc3)CC2)c(C)c1
 : -3 | 3 | -4
- O=C(NCCCN1CCCC1=O)c1ccccc1C1CCNC1 (configuration not stated)
 : . | -2 | 20
- CC(=O)Nc1ccc(NC(=O)C2(c3cccc(C)c3)CCC2)cc1
 : -8 | -7 | 5
- CN(CCc1ccccn1)c1ncccc1CNC(=O)C1(C)CC1
 : . | -3 | -1
- COc1ccc(-c2cc3c(=O)n(CC(=O)Nc4ccc(C)cc4Cl)ccn3n2)cc1OC
 : -6 | -7 | 3
- Cc1ccc2nc(COC(=O)C3=COCCO3)cc(=O)n2c1
 : . | -3 | 3
- CCc1nc(SCC(=O)N2CCCN(C)C3(CCN(C)CC3)C2)n[nH]1
 : . | -1 | 4
- CS(=O)(=O)c1nnnn1-c1ccc2c(c1)OCO2
 : . | -6 | -1
- S=c1nc(-c2cccs2)[nH][nH]1
 : . | 3 | -4
- CCc1ccc(N2CCn3c2nc2c3c(=O)n(CC(C)C)c(=O)n2C)cc1
 : . | -2 | 0
- COc1cc(NC(=O)c2ccc(Cl)c(S(C)(=O)=O)c2)cc(OC)c1
 : -17 | -9 | 9
- FC(F)(F)CCc1ccnc(NCc2cnc3c(c2)CCC3)n1
 : . | -7 | 3
- COc1ccc(CCNC(=O)c2cccnc2N2CCN(S(=O)(=O)c3cc(C)cc(C)c3)CC2)cc1OC
 : -4 | -1 | 1
- CCn1c(SCC(=O)NCc2cccc(OC)c2OC)nc2cc(-c3ccccc3)sc2c1=O
 : -5 | -4 | -5
- Cc1ccc2c(c1)c(CNC(=O)CCc1c(C)nn(C)c1C)nn2C
 : . | -6 | 11
- Cc1ccc(N2CCN(C(=O)c3ccccc3N3CCC(NC(=O)c4ccc(F)cc4)CC3)CC2)cc1C
 : . | -7 | 7
- O=C1CCN(C(=O)[C@@H]2CCCN2)CCCCCCN1
 : 0 | -2 | .
- Cc1cc2nc(C(C)C)cc(N3CC45CN(C)CC4(CN(C)C5)C3)n2n1 (configuration not stated)
 : -6 | -8 | .
- O=C(CCc1ccccc1)N1[C@@H](c2ccco2)[C@@H](CO)C[C@]12CCCCN(CCO)C2=O
 : -7 | 3 | 3
- O=S(=O)(Nc1ccc(Br)cn1)c1ccc2ccccc2c1
 : . | 0 | -8
- FC(F)(F)CCc1ccnc(-c2cccc3c2OCC3)n1
 : . | -2 | -3
- Fc1c(F)c(F)c(N=Cc2ccc3ncccc3c2)c(F)c1F
 : . | -8 | -10
- CN(C(=O)CN1CCN(C(=O)c2cn(C)cc3c(=O)n(-c4ccccc4)nc2-3)CC1)c1ccccc1
 : -10 | -6 | -3
- O=C(c1ccccc1-c1nn[nH]n1)N1CCOC(c2ccc(Cl)cc2)C1 (configuration not stated)
 : -17 | -2 | .
- COc1ccc(S(=O)(=O)Oc2cccc(CN(Cc3ccco3)C(=O)C(C)C)c2)cc1
 : -4 | -5 | -7
- Oc1ccc2c3c1CCCN3CCC2
 : -2 | -3 | 36
- Cc1cc(C(=O)NNC(C(=O)N2CCCCC2)c2ccccc2)c(C)o1 (configuration not stated)
 : . | -9 | 4
- COc1ccc(-n2nc(C(=O)O)c(=O)n(Cc3ccccc3Cl)c2=O)cc1OC
 : . | 6 | 19
- Cc1cc(C)c(C(=O)CCCC(=O)NC(C)Cn2cccn2)c(C)c1 (configuration not stated)
 : . | 0 | 1
- COc1ccc(C2NC(=O)N(C)C3=C2C(=O)N(Cc2cccc(C(F)(F)F)c2)C3)cc1 (configuration not stated)
 : -4 | -3 | .
- Cc1ncc(-c2c(-c3ccccc3)ncn2CCc2ccccn2)[nH]1
 : -9 | -6 | 24
- C/C=C(\C)C(=O)N1CCC(c2nc(-c3c(Cl)cccc3Cl)no2)CC1
 : -7 | -7 | -8
- COC(=O)c1ccsc1N1CCC(N2CCN(C3CCCC3)CC2)C1=O (configuration not stated)
 : . | -5 | 10
- COc1ccc(-n2c(C)cn3c4c(=O)n(CCCO)c(=O)n(C)c4nc23)c(OC)c1
 : -8 | -9 | 5
- O=C(Cn1cnnn1)N1CCOC(COc2ccc3c(c2)CCCC3)C1 (configuration not stated)
 : -9 | -6 | 24
- CON(C)C(=O)c1nnn(-c2cccc(Br)c2)c1C
 : -7 | -5 | 2
- CCCc1c(OCCCCc2nn[nH]n2)ccc(C(C)=O)c1O
 : . | -6 | -10
- CSCCCNC(=S)N(C1CCS(=O)(=O)C1)N(C)C (configuration not stated)
 : . | -7 | 2
- Cc1ccc(C(=O)NNC(=O)NCC2(c3ccccc3)CCC2)cc1
 : . | -5 | 10
- CCOc1ccccc1-c1nc(Cn2ccn3nc(-c4ccc(C)c(C)c4)cc3c2=O)c(C)o1
 : -10 | -4 | -2
- O=C(Nc1cccc(F)c1)Nc1ccnn1C1CCN(C(=O)CC2=CCCCC2)CC1
 : -9 | -7 | .
- O=C(NCCc1ccc(O)cc1)Nc1cccc2c1CCCC2
 : . | -6 | -1
- COc1ccc(C(CC(=O)NCc2ccncc2)c2cn(C)c3ccccc23)cc1OC (configuration not stated)
 : -7 | -4 | -2
- COc1cc(OC)nc(N2CC[C@H](CO)[C@H](O)C2)n1
 : -13 | -1 | 2
- c1ccc(CN2CCC(N3CCc4ccccc4C3)CC2)nc1
 : . | -5 | -1

Next compounds follow.
SMILES | mcGAS inh | hcGAS lum | NPYLR7 agonist
Cc1nc(N2CCOCC2)sc1C(=O)NNS(=O)(=O)c1cc(F)ccc1F | . | -5 | 0
CN(CCc1ccccc1)C(=O)CCC1CCCOC1 (configuration not stated) | . | -8 | 9
COc1ccc2[nH]c3c(c2c1)CCN(C(=O)c1c(-c2c(F)cccc2Cl)noc1C)C3c1ccc(COC(C)=O)o1 (configuration not stated) | -9 | -18 | 4
COc1ccc(CN(CCc2c[nH]c3ccccc23)C(=O)CN(CC(C)C)C(=O)/C=C/c2ccc([N+](=O)[O-])cc2)cc1OC | -4 | -7 | 24
CC/C=C(\C)c1c(-c2ccccc2)ncn1CCN | . | -4 | 2
O=C(COCc1ccccc1)NCCNc1nc(C2CC2)nc2ccccc12 | -4 | -1 | 3
CCN(Cc1nccn1Cc1ccccc1C(F)(F)F)C(=O)c1cccs1 | 0 | -4 | -12
Cn1ccnc1CCNC(=O)CC1CC(C)(C)NC(C)(C)C1 | -8 | -20 | .
CCc1nc2c(OCCOc3ccc(F)cc3)cccn2c1N(C=O)Cc1ccc(OC)cc1 | -5 | -3 | -2
CCOC(=O)CNC(=O)Nc1ccc(N2CCN(c3ccccc3OC)CC2)c(C(=O)NCCOC)c1 | -6 | -2 | -2
COc1ccc(C(=O)N2CCN(c3cc(Cl)nc(SCC(=O)Nc4ccc(F)cc4)n3)CC2C)cc1 (configuration not stated) | -3 | -7 | 18
O=Cc1ccc(-c2ccc(Cl)cc2Cl)[nH]1 | -4 | -1 | 1
Cc1nc2nc(-c3ccccc3)cc(C(=O)O)c2[nH]1 | -8 | -4 | -2
CCOc1ccccc1NC(=O)N1CCc2ccccc2C1c1ccccc1Cl (configuration not stated) | -9 | -7 | -2
Cc1cccc(C)c1OCC(=O)NCc1ccc(C(=O)O)cc1 | . | 5 | 0
c1ccc(-c2nnc(CSCc3noc4c3CCCC4)o2)cc1 | . | -8 | -1
CC(=O)c1ccc(S(=O)(=O)N(C)CC(=O)NCc2ccc(C)cc2)cc1 | -2 | 2 | 2
COc1cc(-c2cc(C(=O)O)c3[nH]c(C)nc3n2)cc(OC)c1OC | -11 | -5 | 13
Nc1c2c(nn1-c1c(Cl)cc(Cl)cc1Cl)CCCn1c-2nc2ccccc2c1=O | . | 2 | -12
CCOc1cccc2c1OC[C@@H]1CN(CC)C(=O)CCN[C@H]21 | -5 | -4 | 3
CN1CCN(Cc2ccc(-c3cccc(Cl)c3)o2)CC1CCO (configuration not stated) | -11 | -7 | 3
COCCCN(CC(=O)N(CCc1c[nH]c2ccccc12)Cc1ccc(C(C)(C)C)cc1)C(=O)C1CC1 | -5 | -11 | 2
CCCC1(C(=O)O)CCCN(Cc2csc(CC)n2)C1 (configuration not stated) | -5 | -2 | .
Cc1csc(SCC(=O)N2CCC(Cc3cccc(C(N)=O)c3)C2)n1 (configuration not stated) | . | -1 | 5
Cc1c(Cl)c([N+](=O)[O-])nn1CC(=O)NN(C)c1ccc(C(F)(F)F)cc1[N+](=O)[O-] | 1 | 4 | -16
COc1ccc(N(C)S(=O)(=O)c2ccc(OC)c(N3CCN(S(=O)(=O)c4cccc([N+](=O)[O-])c4)CC3)c2)cc1 | -5 | -2 | 5
O=C(Cn1cnc2ccccc2c1=O)Nc1cc2c(cc1Cl)OCCO2 | . | -3 | 8
COc1cc(Cn2cnc(-c3ccccc3)c2-c2nc[nH]c2C)ccc1O | -11 | -4 | 17
O=C(CC1(CC(=O)N2CCC3(CC2)C(=O)NCN3c2ccccc2)CCCC1)N1CCC2(CC1)C(=O)NCN2c1ccccc1 | -3 | -8 | 1
COc1ccc(NC(=O)c2cn(Cc3ccccc3)nc2OCc2ccccc2)cc1OC | -7 | -9 | 9
CCc1nn(-c2ccc(Cl)cc2)c(CC)c1C(=O)NCC1CCCO1 (configuration not stated) | -3 | -3 | 12
CCc1nn(-c2ccccc2)c(NC(=O)CSCc2nc(C)no2)c1C | -1 | -1 | -1
CCC(=O)Nc1cc2c(cc1OC)NC(=O)CC2c1ccc2cccc(O)c2n1 (configuration not stated) | . | 4 | -3
CCN1CCc2cc(OC)c(OC)cc2C1C(C)NC(=S)NC(C)C (configuration not stated) | -3 | -6 | 16
COc1ccc(CC(=O)OCc2cc(-c3cc4ccccc4o3)on2)cc1OC | . | 2 | 0
N#CC1C(=N)SC(=N)C(C#N)C1c1ccc(Cl)cc1 (configuration not stated) | 16 | 0 | 10
COc1ccc(OC)c(NC(=O)N(C)C2CCC3(CC2)OCC(C)(C)CO3)c1 | . | -10 | -7
C=CCCC(O)CN(Cc1ccc(F)cc1)Cc1ccsc1 (configuration not stated) | -7 | -4 | 16
CCCCn1nc(C)c(C(=O)NCc2ccc(Cl)s2)c1Cl | . | -7 | -1
CC(C)c1nnsc1C(=O)N1CCC2(CCN(C)CC2)C1 | . | -1 | -3

Nothing new here: entries from further up.
SMILES | mcGAS inh | hcGAS lum | NPYLR7 agonist
COc1cc(Cn2cnc(-c3ccccc3)c2-c2nc[nH]c2C)ccc1O | -11 | -4 | 17
O=C(CC1(CC(=O)N2CCC3(CC2)C(=O)NCN3c2ccccc2)CCCC1)N1CCC2(CC1)C(=O)NCN2c1ccccc1 | -3 | -8 | 1
COc1ccc(NC(=O)c2cn(Cc3ccccc3)nc2OCc2ccccc2)cc1OC | -7 | -9 | 9
CCc1nn(-c2ccc(Cl)cc2)c(CC)c1C(=O)NCC1CCCO1 (configuration not stated) | -3 | -3 | 12
CCc1nn(-c2ccccc2)c(NC(=O)CSCc2nc(C)no2)c1C | -1 | -1 | -1
CCC(=O)Nc1cc2c(cc1OC)NC(=O)CC2c1ccc2cccc(O)c2n1 (configuration not stated) | . | 4 | -3
CCN1CCc2cc(OC)c(OC)cc2C1C(C)NC(=S)NC(C)C (configuration not stated) | -3 | -6 | 16
COc1ccc(CC(=O)OCc2cc(-c3cc4ccccc4o3)on2)cc1OC | . | 2 | 0
N#CC1C(=N)SC(=N)C(C#N)C1c1ccc(Cl)cc1 (configuration not stated) | 16 | 0 | 10
COc1ccc(OC)c(NC(=O)N(C)C2CCC3(CC2)OCC(C)(C)CO3)c1 | . | -10 | -7
C=CCCC(O)CN(Cc1ccc(F)cc1)Cc1ccsc1 (configuration not stated) | -7 | -4 | 16
CCCCn1nc(C)c(C(=O)NCc2ccc(Cl)s2)c1Cl | . | -7 | -1
CC(C)c1nnsc1C(=O)N1CCC2(CCN(C)CC2)C1 | . | -1 | -3
